HTRA1 inh – HTRA1 serine protease inhibitors, primary screen, biochemical, fluorescence polarization, HTS; Q92743; hit rate 0.5% among 340,000; inhibition, % at 5.96 µM; recombinant HTRA1, FP-rhodamine activity-based probe; AID 504803, 2011; in the data active means inhibition above about 36%;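 further: 0% = enzyme with DMSO and 100% = wells lacking enzyme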
Target sequence (Q92743 whole entry, looked up): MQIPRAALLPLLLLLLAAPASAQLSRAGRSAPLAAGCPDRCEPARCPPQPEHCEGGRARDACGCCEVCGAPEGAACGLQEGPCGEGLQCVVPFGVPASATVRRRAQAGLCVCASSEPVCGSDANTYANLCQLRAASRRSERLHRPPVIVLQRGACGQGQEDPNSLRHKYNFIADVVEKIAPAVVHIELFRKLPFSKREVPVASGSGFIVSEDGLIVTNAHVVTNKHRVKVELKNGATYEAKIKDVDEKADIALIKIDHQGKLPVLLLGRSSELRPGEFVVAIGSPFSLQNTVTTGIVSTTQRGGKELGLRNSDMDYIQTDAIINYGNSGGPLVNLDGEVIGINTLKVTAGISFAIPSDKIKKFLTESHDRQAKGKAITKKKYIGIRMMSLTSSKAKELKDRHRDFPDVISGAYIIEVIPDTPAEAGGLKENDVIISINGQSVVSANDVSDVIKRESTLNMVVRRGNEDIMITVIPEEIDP
TDP2 absorb – human TDP2 enzyme inhibitors, primary screen, biochemical, epi absorbance, recombinant enzyme | T5PNP hydrolysis, p-nitrophenol absorbance 415 nm | Tyrosyl-DNA phosphodiesterase 2 (Homo sapiens), O95551 | AID 720702, 2013 | inhibition, % at 12.8 µM | hit rate 0.34% among 370,000;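 active means inhibition above the mean of all tested compounds plus 3 SD, set per campaign, cut at about 25% in these data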;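 further: 0% = DMSO with enzyme and 100% = buffer with substrate but no TDP2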
Target sequence (O95551 whole entry, looked up): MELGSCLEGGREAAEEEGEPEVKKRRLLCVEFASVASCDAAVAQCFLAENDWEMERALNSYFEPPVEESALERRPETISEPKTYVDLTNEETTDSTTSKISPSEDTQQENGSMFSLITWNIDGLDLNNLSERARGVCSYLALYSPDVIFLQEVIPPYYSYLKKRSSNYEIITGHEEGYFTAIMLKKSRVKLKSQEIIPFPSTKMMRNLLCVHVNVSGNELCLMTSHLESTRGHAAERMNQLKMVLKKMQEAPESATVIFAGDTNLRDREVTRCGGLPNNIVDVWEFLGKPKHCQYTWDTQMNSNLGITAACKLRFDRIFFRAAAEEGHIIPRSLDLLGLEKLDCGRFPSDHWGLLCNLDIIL
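System: recombinant human TDP2 / Amount: 120 nM TDP2 per well / Also added: 5 mM T5PNP chromogenic substrate / Doses: 12.8 µM single point, 1% DMSO / Incubation: 2 h at 37 °C / Detection: p-Nitrophenol epi absorbance / Evaluation: % inhibition relative to enzyme-containing and enzyme-free wells / Repeats: singlicate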
Tn7 DDE FP – inhibitors of Tn7 peptide binding to fibrin DD(E), primary screen, biochemical, fluorescence polarization, human fibrin, Tn7 probe; Fibrinogen beta chain (Homo sapiens), P02675; FP displacement of FITC-Tn7 peptide from fibrin DD(E); 0% = median of compound wells per plate; inhibition, % at 8.3 µM; hit rate 0.13% among 370,000;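 active means inhibition above the mean of compounds falling within the control limits plus 3 SD of them, cut at about 14% in these data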;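 further: 0% = plate median of compound wells and 100% = 10 µM Aha-Tn7 peptide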
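Assay system: human fibrin DD(E). Input: DD(E) 2 µM final. Medium: Tris buffer with calcium and detergent, pH 7.8. Compound dosing: single point at 8.3 µM. Timing: 10 min plus 3 h, room temperature. Technique: fluorescence polarization of the labelled Tn7 tracer. Read-out: percent inhibition. Replicates: singlicate testing.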
PRMT1 FP inh – PRMT1 methyltransferase inhibitors, primary screen, biochemical, fluorescence polarization | hit rate 1.3% among 370,000 | recombinant PRMT1, activity-based probe fluorescence polarization | Protein arginine N-methyltransferase 1 (Homo sapiens), Q99873 | AID 652257, 2013 | inhibition, % at 2.79 µM;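 active means inhibition above about 21% made by adding two undisclosed values, limit read from the data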
LEDGF integ inh – blockers of LEDGF/p75-dependent integrase strand transfer – biochemical, TR-FRET, high throughput, primary screen; HIV-1 integrase (with human LEDGF/p75); TR-FRET IN-LEDGF/p75 DNA integration, Eu/Cy5; inhibition, % at 3.7 µM; hit rate 0.64% among 370,000;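 active means inhibition above the screen-wide mean plus 3 SD, cut at about 13% in these data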;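 further: signal is the Cy5 over europium emission ratio at 671 and 618 nm; 0% = plate median of compound wells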
PG9 binder – binders of HIV-1 gp120 antibody PG9, primary screen, biochemical, TR-FRET; HIV-1 gp120 / PG9 antibody interaction; TR-FRET gp120-PG9 antibody binding; inhibition, % at 6.7 µM; hit rate 0.43% among 360,000; AID 624416, 2012; in the data active means inhibition above about 8.5%
TCR-CD3 inh – inhibitors of human TCR-CD3 interaction, primary screen, biochemical, fluorescence, TAMRA-labeled TCR probe; hit rate 0.37% among 360,000; AID 651800, 2012; T-cell receptor (TCR); inhibition, % at 9.4 µM; in the data active means inhibition above about 19%;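 further: recombinant mutant TCR 2C K166C tagged with TAMRA read by polarization; 0% = receptor in buffer alone and 100% = receptor with positive control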
mABHD4 FP – ABHD4 inhibitors, primary screen, biochemical, fluorescence polarization, mouse | purified mABHD4, FP-Rh probe fluorescence polarization | inhibition, % at 8.92 µM | hit rate 0.54% among 370,000 | AID 720543, 2013;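 active means inhibition exceeding the mean over every tested compound plus 3 SD, cut at about 30% in these data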;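 further: 0% = plate median of compound wells and 100% = S159A mutant with DMSO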
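Assay system: Wild-type mouse ABHD4 protein | Medium: HEPES pH 7.0 buffer, 150 mM NaCl, 0.01% Pluronic F-127 | Incubation: Enzyme–compound pre-incubation 45 min, then probe 60 min, both 25 °C | Technique: Fluorescence polarization with parallel and perpendicular emission, 525/598 nm | Evaluation: % inhibition of FP-Rh probe binding versus controls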
UHRF1 MBD2 ctr – UHRF1 methylated DNA binding inhibitors, primary screen, counter-screen for MBD2 inhibitor project, biochemical, TR-FRET, human UHRF1, single concentration; hit rate 0.75% among 370,000; E3 ubiquitin-protein ligase UHRF1 (Homo sapiens), Q96T88; inhibition, % at 4.4 µM; UHRF1 binding to methylated oligo; AID 687016, 2013; in the data active means inhibition above about 21%;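 further: UHRF1 SRA domain binding a hemimethylated CpG hairpin DNA probe; 0% = median of test compound wells and 100% = reference inhibitor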
SIAE inh – human SIAE inhibitors, primary screen, biochemical, fluorescence polarization, FP-Rh probe, 1536-well HTS; hit rate 0.69% among 370,000; SIAE FP-Rh probe binding; inhibition, % at 9.66 µM; Sialate O-acetylesterase (Homo sapiens), Q9HAT2;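 active means inhibition above a cutoff: mean of compounds within the control limits plus 3 SD of those, cut at about 17% in these data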;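 further: 0% = plate median of compound wells and 100% = probe without SIAE protein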
* marks the source's active call; other numbers are inactive results; · = not tested or not shown. Outcome played no part in choosing rows. About 4.2% of those tested had a hit in this group.

SMILES	HTRA1 inh	TDP2 absorb	Tn7 DDE FP	PRMT1 FP inh	LEDGF integ inh	PG9 binder	TCR-CD3 inh	mABHD4 FP	UHRF1 MBD2 ctr	SIAE inh
CCN(CC(=O)Nc1c(F)cccc1F)C(=O)CCNS(=O)(=O)c1ccc(C)c(C)c1	4	5	-5	2	1	2.0	-4	10	0	1
COc1ccc(-c2nc(-c3ccccn3)no2)cc1	2	-4	7	5	-4	-1.3	-6	-3	2	-2
CC(=O)c1nn(-c2cccc(Br)c2)cc1C(=O)c1ccccc1	-2	7	0	4	-1	13*	1	2	0	-7
CC(NC(=O)C1CCN(c2nnc(N3CCCC3=O)s2)CC1)c1ccccc1 (stereo not given)	0	-2	5	3	-2	1.1	-10	6	3	1
Cc1cc(OC(=O)N2CCCCC2)cc(C)c1Cl	4	4	1	0	3	1.6	0	-1	1	2
CCN(CCCNC(=O)COc1cc(=O)n(C)c2ccccc12)c1ccccc1	4	-7	5	3	-4	2.1	-4	3	-1	-3
CC1CCC2(CC1)CCC2NCc1ccc(Cl)cc1 (stereo not given)	·	-7	-2	-1	-3	·	·	5	-1	4
O=C(NC1CCS(=O)(=O)C1)c1cccc(S(=O)(=O)N2CCCCC2)c1 (stereo not given)	2	-1	0	-4	4	-1.8	-4	-4	-2	2

Reprinted from the entries so far (4 entries):
SMILES	HTRA1 inh	TDP2 absorb	Tn7 DDE FP	PRMT1 FP inh	LEDGF integ inh	PG9 binder	TCR-CD3 inh	mABHD4 FP	UHRF1 MBD2 ctr	SIAE inh
CCN(CC(=O)Nc1c(F)cccc1F)C(=O)CCNS(=O)(=O)c1ccc(C)c(C)c1	4	5	-5	2	1	2.0	-4	10	0	1
COc1ccc(-c2nc(-c3ccccn3)no2)cc1	2	-4	7	5	-4	-1.3	-6	-3	2	-2
CC(=O)c1nn(-c2cccc(Br)c2)cc1C(=O)c1ccccc1	-2	7	0	4	-1	13*	1	2	0	-7
CC(NC(=O)C1CCN(c2nnc(N3CCCC3=O)s2)CC1)c1ccccc1 (stereo not given)	0	-2	5	3	-2	1.1	-10	6	3	1

More results
SMILES	HTRA1 inh	TDP2 absorb	Tn7 DDE FP	PRMT1 FP inh	LEDGF integ inh	PG9 binder	TCR-CD3 inh	mABHD4 FP	UHRF1 MBD2 ctr	SIAE inh
CCOC(=O)NC1c2ccccc2Oc2ccccc21	-3	2	0	7	-6	-0.2	-1	-3	-2	5
N#C/C(=C\C=C\c1ccccc1)c1nc(-c2ccc(Cl)cc2)cs1	-22	-8	3	-4	-4	-0.1	-8	-7	2	-8
CC(C)(C)C(=O)O/N=C(\N)c1ccc(Oc2cc(Cl)cc(Cl)c2)c([N+](=O)[O-])c1	5	-10	5	7	8	2.2	-13	0	9	-10
O=C(Nc1ccc([N+](=O)[O-])cc1)c1cc(Cl)sc1Cl	-11	-3	4	2	-2	0.0	-1	-1	-3	1
C=CCSc1ccccc1C(=O)Nc1ncn[nH]1	6	3	1	7	-2	-1.1	-9	2	1	-3
NC(=O)c1cccn1-c1ncc(C(F)(F)F)cc1Cl	-5	12	-2	0	1	-1.6	2	-2	-2	2
Cc1ccc2nc(-c3ccc(-c4cccc(Cl)c4)cc3)c(NCc3ccccc3)n2c1	-1	8	-2	0	-1	2.9	5	23	3	10
O=C(CNC(=O)N1CC(=O)Nc2ccccc21)Nc1ccc(F)c(Cl)c1	0	9	1	-2	1	-1.3	8	3	0	0
CCOC(=O)c1sc(NC(=O)c2ccccc2F)c(C(N)=O)c1C	1	4	0	-1	6	7.7	1	-7	-1	5
CSc1ncnc2c1ncn2CCCNCC(c1ccccc1)c1ccccc1	-11	0	-6	2	4	-1.3	3	3	0	-8
CCCN(CC(=O)Nc1ccccc1OC)C(=O)CCC(=O)c1ccc(OCC)cc1	-4	1	5	1	-1	0.8	3	-5	-1	4
CC1=C(C(=O)N(C(C)C)C(C)C)CC(CC(=O)NCCCCc2ccccc2)C(=O)N1CCC1=CCCCC1 (stereo not given)	·	-5	-1	-1	1	-2.6	4	2	1	-7
O=[N+]([O-])c1cc([N+](=O)[O-])c(Oc2cc(F)ccc2F)cc1NN1CCCCC1	7	-6	2	-1	-2	-0.9	3	2	2	-2
CCOC(=O)C1CCCN(C(=O)c2ccc3ccccc3c2)CC1 (stereo not given)	·	9	-2	-1	3	-0.8	-2	2	-2	0
CCC[C@@H](CN1CCC[C@H]1CN1C(N)=NC[C@H]1CC(C)C)N1C[C@@H](Cc2ccccc2)N(CCc2ccc(Cl)c(Cl)c2)C1=N	17	-10	-3	5	-1	-0.4	-2	30*	15	10
COc1cc(/C(C)=N/NC(=O)CSc2nncn2C)ccc1OCc1ccccc1Cl	-1	3	6	2	2	-1.2	-5	6	2	1
COC(=O)c1ccc(CSc2nnc(Nc3ccccc3OC)s2)o1	·	-7	-4	6	1	-1.7	3	2	-3	1
O=C1c2ccccc2C(=O)N1CCCc1nc2ccccc2c(=O)n1CCCn1ccnc1	-6	-2	-2	-2	4	1.2	1	2	-5	3
Cc1ccnc(NS(=O)(=O)c2cc(C(F)(F)F)ccc2Cl)c1	·	2	-7	-2	0	0.3	4	-3	19	5
C=CCn1c(C)cc(C)c(C#N)c1=O	-2	5	2	2	1	1.2	-3	-8	2	4
O=C(Nc1ccccc1C(=O)Nc1ccc(Br)cn1)c1ccccc1Cl	-11	9	2	-1	1	-1.4	-6	3	-1	10
CCOc1ccc(OCCC(=O)N(CC)CC(=O)Nc2c(F)cccc2F)cc1	6	-4	5	2	-5	1.4	-7	-6	1	2
CC(C)CCNCC(O)CON=C1c2ccccc2-c2ccccc21 (stereo not given)	-26	-14	9	-1	-10	0.1	0	16	25*	-9
COc1cc(C(C)=O)ccc1OCC(=O)NCc1ccccc1CN1CCCC1	-3	5	-4	-1	3	-1.3	8	-5	0	-4
COc1ccc(-n2c(Cc3cc(=O)[nH]c(=O)[nH]3)nnc2SCC(=O)N2CCC(C)CC2)cc1	3	2	-4	5	5	-0.5	2	1	-1	7
CCCCS(=O)(=O)N1CCCC(C(=O)NCCc2ccccc2)C1 (stereo not given)	6	-12	2	-2	-1	0.3	6	1	-4	-6
CC(C)C(C(=O)NCC1CCCO1)N(Cc1ccccc1)C(=O)CNS(=O)(=O)c1ccccc1 (stereo not given)	3	-8	5	-1	1	0.0	2	-5	-2	-4
COC(=O)C1=CN(c2ccc(C(C)(C)C)cc2)C(N)=C(C#N)C1c1ccccc1F (stereo not given)	·	0	4	-3	9	-0.2	0	-6	-3	3
CN(C)Cc1nc2ccccc2c(=O)n1CC#N	-6	-2	-7	0	5	1.0	2	-1	-3	1
C=Cc1ccc(Cn2c(C)c(C(=O)NCc3cccc(C)c3)sc2=O)cc1	·	0	3	2	-2	0.8	6	-16	-1	3
CC(=O)NC12CC3CC(C1)CC(C(=O)N(C)Cc1cccc(Cl)c1Cl)(C3)C2	0	-15	0	-2	1	-1.6	5	-4	8	-3
O=C(CCNC(=O)c1ccc(Br)cc1)NCC1COc2ccccc2O1 (stereo not given)	2	5	-3	0	1	-0.6	-1	-4	-2	1
COc1ccc(C(=O)Nc2ccc3c(c2)C(=O)c2ccccc2C3=O)cc1OC	3	3	-2	1	-5	-0.6	4	3	-2	-8
CCCOC(=O)Cc1n[nH]c(=O)[nH]c1=O	4	8	4	-5	2	0.3	7	5	-5	4
COc1ccccc1Oc1ccc(N2CC(C(=O)OCC(=O)c3ccccc3)CC2=O)cc1 (stereo not given)	-3	-3	-5	-1	-3	1.0	7	-2	-4	-6
O=C(C1=NN[C@@H]2C(=O)N(c3cccc(C(F)(F)F)c3)C(=O)[C@H]12)C(c1ccccc1)c1ccccc1	-29	-1	3	1	-1	0.8	-3	-14	-2	-19
CCOc1ccccc1NC(=O)CNC(=O)Cc1ccccc1	-2	-5	-3	3	-2	-0.8	0	-3	1	-3
Cc1ccc(S(=O)(=O)N(C)C)cc1NC(=O)CN1C(=O)NC(Cc2c[nH]c3ccccc23)C1=O (stereo not given)	-4	0	-4	3	0	4.1	-1	1	2	1
CCc1cc2c(=O)c(-c3cscn3)coc2cc1O	-1	8	1	-2	-2	-2.0	7	-10	-1	-3
Cc1ccccc1-c1nc(-c2ccc(Br)o2)no1	-9	-6	-10	1	2	-0.1	4	4	1	-7

Screening data: PubChem BioAssay, The Scripps Research Institute Molecular Screening Center
